ANO1 activ: mouse TMEM16A channel activation, primary screen; HEK293 TMEM16A/YFP-H148Q/I152L, iodide quench fluorescence; active compounds read low; AID 623877; 340,000 tested, 0.3% active; B-score at 10 µM; Q8BHY3;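 active = fluorescence-ratio B-score plate-corrected deviation score at least 3 library SD below zero, with starting fluorescence score within 5 deviations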;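 note: channel opened by trigger with iodide after compound preincubation; score built on the fluorescence ratio of max minus min over baseline; more negative score means more quench and so TMEM16A activation or potentiation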
TRPC6 inh: blocks the mouse TRPC6 cation channel | Q61143 | HEK293-TRPC6, membrane potential dye, ACh-evoked depolarization; active compounds read low | B-score at 10 µM | 310,000 tested, 1.1% active | AID 2553;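 active = B-score under library mean minus 3 SD, initial fluorescence not abnormally high, positive integrated signal ratio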;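 note: B-score derived from integrated fluorescence ratio over the kinetic read; more negative B-score means stronger inhibition of depolarization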
RGS4 act: RGS4 potentiation or activation; 310,000 tested, 0.92% active; HEK293 M3R/inducible RGS4, carbachol calcium flux Fluo4; active compounds read low; B-score at 10 µM;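 active = B-score of the integrated calcium signal more than 4 SD below the library mean, with starting fluorescence not abnormally high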;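 note: negative B-score means reduced calcium response which marks RGS4 activation or potentiation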
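Also added: carbachol at ECmax as muscarinic agonist stimulus; Assay system: HEK293 cells with stable M3R and inducible RGS4; Timing: overnight RGS4 induction, 30 min dye load 37 °C, 20 min compound RT; Measured by: Fluo4-AM (2 µM) calcium-flux fluorescence, kinetic read.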
SKKanGAS inh: blocks kanamycin growth of S. pyogenes SKKanGAS strain | inhibition, % at 7.5 µM | AID 1662 | BacTiter-Glo, 6 h | 300,000 tested, 1.3% active;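 active = mean replicate score, as percent of positive control median, at least 50; inconclusive = mean below 50 but one replicate at or above 50; inactive = mean and every replicate below 50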;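 note: strain carries kanamycin resistance gene driven by streptokinase promoter and grows in 40 µg/ml kanamycin; loss of luminescence reflects streptokinase promoter inhibition or plain growth inhibition; 0% = median of DMSO wells and 100% = positive control at its reference dose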
MrgX1 antag: antagonists of human MrgX1 receptor; 310,000 tested, 1.3% active; B-score at 10 µM; MRGX1-HEK293 calcium flux, Fluo-4, BAM8-22 antagonism; active compounds read low; Q96LB2;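 active = calcium-response B-score plate-corrected more than 3 library SD below zero, starting fluorescence within 5 deviations, no agonist response on first addition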;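 note: peak minus trough fluorescence over baseline after final BAM8-22 challenge near maximal dose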
Target sequence (Q96LB2 whole entry, looked up): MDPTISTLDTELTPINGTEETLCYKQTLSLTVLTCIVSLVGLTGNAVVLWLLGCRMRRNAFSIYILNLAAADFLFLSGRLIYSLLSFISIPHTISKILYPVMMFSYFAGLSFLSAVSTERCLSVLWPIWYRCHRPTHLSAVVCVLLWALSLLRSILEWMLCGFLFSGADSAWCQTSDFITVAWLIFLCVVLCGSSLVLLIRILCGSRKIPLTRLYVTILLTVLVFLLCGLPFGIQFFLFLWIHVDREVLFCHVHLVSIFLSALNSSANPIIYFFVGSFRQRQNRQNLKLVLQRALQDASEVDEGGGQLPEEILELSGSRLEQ
MrgX1 allo act: allosterically activates human MrgX1 receptor signaling; B-score at 10 µM; AID 588675; 310,000 tested, 0.63% active; MrgX1-HEK293, Fluo-4 calcium flux, FDSS; active compounds read high;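 active = plate-corrected calcium response at least 3 library SD above typical, normal starting fluorescence, not activating the receptor alone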;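 note: compound read alongside a low EC10 to EC30 dose of BAM8-22 agonist; peak minus trough fluorescence over baseline measured at the second addition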
TRPC6 act: mouse TRPC6 channel activation. Q61143. 310,000 tested, 0.13% active. HEK293-TRPC6 membrane potential dye fluorescence; active compounds read high. AID 2550. B-score at 10 µM;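 active = B-score of the integrated fluorescence ratio above library mean plus 3 SD, and starting fluorescence ratio within library mean plus 5 SD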;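 note: higher score means more depolarization so channel activation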
HDAC3 inhib: inhibitors of human histone deacetylase 3 | AID 2718 | inhibition, % at 8.3 µM | 320,000 tested, 0.15% active | O15379 | recombinant HDAC3, fluorogenic peptide/trypsin coupled, fluorescence; in the data active = inhibition above about 26%, passing the limit was not always enough; inconclusive = no clear call, values can overlap the other calls
Target sequence (O15379 whole entry, looked up): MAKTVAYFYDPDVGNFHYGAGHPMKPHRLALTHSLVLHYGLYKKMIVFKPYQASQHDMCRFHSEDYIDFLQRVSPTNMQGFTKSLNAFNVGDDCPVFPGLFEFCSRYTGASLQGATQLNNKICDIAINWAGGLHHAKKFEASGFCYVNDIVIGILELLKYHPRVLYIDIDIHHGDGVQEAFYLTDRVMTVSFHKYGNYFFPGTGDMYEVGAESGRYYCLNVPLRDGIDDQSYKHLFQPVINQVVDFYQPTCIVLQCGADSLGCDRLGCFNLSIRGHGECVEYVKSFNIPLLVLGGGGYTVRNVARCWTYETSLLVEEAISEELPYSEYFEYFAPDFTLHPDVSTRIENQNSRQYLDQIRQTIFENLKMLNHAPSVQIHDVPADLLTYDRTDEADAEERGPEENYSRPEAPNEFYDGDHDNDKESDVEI
RGS4 inh: human RGS4 inhibition. P49798. HEK293 M3R/RGS4 inducible, Fluo-4 calcium flux; active compounds read high; triggered by carbachol at its EC20. B-score at 10 µM. 310,000 tested, 0.45% active;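 active = B-score, a plate-corrected calcium signal, over three deviations above library mean, with baseline fluorescence within five deviations of library mean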;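 note: RGS4 expression induced by doxycycline in cells with stable M3 receptor; B-score is computed from the integrated fluorescence ratio over baseline after carbachol; higher B-score means a larger calcium signal and so more RGS4 inhibition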
Target sequence (P49798 whole entry, looked up): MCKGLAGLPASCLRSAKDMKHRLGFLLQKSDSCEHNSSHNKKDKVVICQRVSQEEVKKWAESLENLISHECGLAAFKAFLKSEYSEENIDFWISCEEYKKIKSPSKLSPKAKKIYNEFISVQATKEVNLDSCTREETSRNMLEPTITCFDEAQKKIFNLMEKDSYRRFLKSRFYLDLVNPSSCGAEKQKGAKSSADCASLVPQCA
ANO1 block: mouse TMEM16A channel inhibition, primary screen. Q8BHY3. HEK293 TMEM16A/YFP iodide influx fluorescence, ionomycin. normalized B-score (activity score, 25-100; higher = stronger inhibition) at 10 µM. 310,000 tested, 1.2% active. AID 588511;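 active = ratio plate-corrected score three or more library SD toward inhibition, starting fluorescence score within five deviations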;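 note: score derived from kinetic fluorescence span divided by baseline fluorescence per well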
MrgX1 agonist: human MrgX1 receptor agonism, primary screen; Q96LB2; MrgX1-HEK293 cells, Fluo-4 calcium fluorescence, agonist mode; active compounds read high; B-score at 10 µM; 310,000 tested, 0.44% active;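 active = calcium response B-score plate-corrected fluorescence ratio at least 3 library SD, with starting fluorescence B-score inside 5 SD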
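Material: MrgX1-expressing HEK293 cells; input: 15,000 cells per well; doses: test compound given as first of three sequential additions; schedule: overnight plating before 1 h dye loading; technique: Fluo-4 NW calcium-flux fluorescence, kinetic read; evaluation: baseline-normalised fluorescence change ratio, B-scored; control set: plate-wise positive and negative controls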
Active calls of the source: *; i = inactive; ? = inconclusive; · = not tested or not shown.

SMILES	ANO1 activ	TRPC6 inh	RGS4 act	SKKanGAS inh	MrgX1 antag	MrgX1 allo act	TRPC6 act	HDAC3 inhib	RGS4 inh	ANO1 block	MrgX1 agonist
COc1ccc(C(=O)NCC(=O)N/N=C/c2c(C)[nH]c3ccccc23)cc1OC	i	i	i	8	i	i	i	7	i	i	i
COc1ccc(C2CC(O)(C(C)(C)O)NO2)cc1 (centres undefined)	i	i	i	-8	i	i	i	15	i	i	i
CCCn1c(N)c(C(=O)COC(=O)CCS(=O)(=O)c2ccc(C)cc2)c(=O)[nH]c1=O	i	i	i	3	i	i	i	-1	i	i	i
COc1ccc(C(=O)CSc2nnc(-c3cccs3)n2-c2ccccc2)cc1	i	i	i	-1	i	i	i	-1	i	i	i
CCSc1nnc(NC(=O)/C=C/c2ccc3c(c2)OCO3)s1	·	i	i	-1	i	i	i	-6	i	i	i
Cc1ccc(CCNC(=O)c2cc(-c3ccncc3)nc3ccc(S(=O)(=O)N4CCOCC4)cc23)cc1	i	i	i	5	i	i	i	-12	i	i	i
Cc1nc2ccc(C(=O)NCc3ccc4c(c3)OCO4)cc2s1	i	i	i	2	i	i	i	-3	i	i	i
CN1CCN(C(CNS(=O)(=O)c2ccc(Br)cc2)c2ccc3c(c2)OCO3)CC1 (centres undefined)	i	i	i	-4	i	i	i	6	i	i	i
CC(=O)N1CCN(S(=O)(=O)c2ccc(C)cc2)C1c1ccc(N(C)C)cc1 (centres undefined)	i	i	i	-3	i	i	i	3	i	i	i
CN1CCN(c2ncnc3sc(-c4ccccc4)cc23)CC1	i	-6.2*	i	3	i	i	i	8	i	i	i
CCOC(=O)C1CCCN(C(=O)c2cc3cc(Br)ccc3oc2=O)C1 (centres undefined)	i	i	i	-2	i	i	i	2	i	i	i
CCOC(=O)c1[nH]c2ccc(OC)cc2c1NC(=S)N1CCN(c2ccccc2)CC1	i	i	i	7	i	i	i	-3	i	i	i
CCn1c(O)c(N=NC(=O)CNc2cccc(C)c2)c2ccccc21	i	i	i	13	i	i	i	3	i	i	i
COc1ccc(NC(=O)C2CCCN2C(=O)OCc2ccccc2)c(OC)c1 (centres undefined)	i	·	·	-2	i	i	·	·	·	i	i
CC(C)Cc1nnc(NC(=O)CCN2C(=O)c3ccccc3C2=O)s1	i	i	i	0	i	i	i	3	i	i	i
CCOc1ccc(CC2c3cc(OCC)c(OCC)cc3CCN2C(=O)CN2CCN(C)CC2)cc1OCC (centres undefined)	i	i	i	4	i	i	i	1	i	i	i
Cc1cccc(NC(=O)CNc2cc(C)ccc2C)c1	i	i	i	1	i	i	i	4	i	i	i
COc1ccc(N=C2SCC(=O)N2Cc2ccccc2)cc1	i	i	i	-1	i	11*	i	3	i	i	i
COc1ccc(N2CCN(C(=O)c3cccnc3)CC2)c([N+](=O)[O-])c1	i	i	i	-3	i	i	i	-1	i	i	i
Cc1nn(C)c(Cl)c1C(=O)NC(C(=O)O)c1ccccc1 (centres undefined)	i	i	i	-6	i	i	i	0	i	i	i
CCN(CC1COc2ccccc2O1)C(=S)NC1CC2CCC1C2 (centres undefined)	i	i	i	16	i	i	i	9	i	100*	i
CCOc1ccccc1NC(=O)NC1(C(=O)NCC2CCCO2)CCCCC1 (centres undefined)	i	i	i	-12	i	i	i	-2	i	i	i
CC(=O)NCCn1c(SCc2ccccc2C)nc2ccccc2c1=O	i	i	i	4	i	i	i	-1	i	i	i
COC(=O)c1ccc(CSc2cc(C)c3ccccc3n2)o1	i	i	i	-5	i	i	i	?	i	i	i
CCOC(=O)N1CCC(N2Cc3cccc(C(=O)N4CCN(c5cccc(Cl)c5)CC4)c3C2=O)CC1	i	-6.3*	i	-17	i	i	i	0	i	i	i

Continued:
SMILES	ANO1 activ	TRPC6 inh	RGS4 act	SKKanGAS inh	MrgX1 antag	MrgX1 allo act	TRPC6 act	HDAC3 inhib	RGS4 inh	ANO1 block	MrgX1 agonist
c1ccc(C(c2nnnn2Cc2cccs2)N2CCN(C3CCCC3)CC2)cc1 (centres undefined)	i	i	i	1	i	i	i	-1	i	i	i
O=C(CCN1CCN(CC(=O)Nc2ccccc2F)CC1)Nc1ccccc1F	i	i	i	·	i	i	i	2	i	i	i
COc1ccc(OC)c(NC(=O)CSc2nc(C)cs2)c1	i	i	i	-3	i	i	i	-6	i	i	i
CC(C)Cc1nc2ccccc2[nH]1	i	i	i	21	i	i	i	-16	i	i	i
O=C(NCCF)C1Nc2ccc(OC(F)(F)F)cc2C2C=CCC12 (centres undefined)	i	i	i	4	i	i	i	10	i	i	i
CCCOc1cccc(-c2nn(-c3ccccc3)cc2/C=C(\C#N)C(=O)NCCCn2ccnc2)c1	i	i	i	21	i	i	i	·	i	i	i
Cc1ccc2cccc(S(=O)(=O)Nc3ccc4c(c3)OCO4)c2n1	i	i	i	2	i	i	i	5	i	i	i
CC(=O)c1ccc(NC(=O)CC2S/C(=N/N=C3CCCCCC3)NC2=O)cc1 (centres undefined)	i	i	i	0	·	·	i	·	i	·	·
C=C(C)CSc1nnc([C@@H]2CCCN2)o1	i	i	i	2	i	i	i	0	i	i	i
COc1ccc(OCC(=O)NC(=S)Nc2ccc3c4c(cccc24)CC3)cc1	i	i	i	8	i	i	i	-4	i	i	i
Cc1cc(C)nc(/N=C(\N)Nc2ccc(F)c([N+](=O)[O-])c2)n1	i	-6.4*	i	4	i	i	i	1	i	i	38*
Cn1c(=S)n(/N=C/c2ccc3c(c2)OCO3)c2ccccc21	i	·	·	·	i	i	·	-1	·	i	i
Cc1ccc(C)c(NC(=O)c2ccccc2Sc2ccc([N+](=O)[O-])cc2Cl)c1	i	i	i	3	i	i	i	4	i	i	i
CCCc1cc(=O)n2[nH]c(NCc3ccccc3F)nc2n1	i	i	i	-7	i	i	i	-10	i	i	i
CCCCNCc1cc(OCC)c(OCC)cc1Br	i	i	i	0	i	i	i	5	i	i	i
N#Cc1ccc(OCC(=O)Nc2cccc(S(=O)(=O)NC3=NCCCCC3)c2)cc1	i	i	i	19	i	i	i	3	i	i	i
COc1ccc(S(=O)(=O)N2CCC(C(=O)N3CCc4ccccc4C3)CC2)cc1OC	i	i	i	2	i	i	i	-2	i	i	i
O=C(NCc1ccccc1)C1CCN(S(=O)(=O)c2ccc(Cl)cc2)CC1	i	i	i	-4	i	i	i	-1	i	i	i
C/C(=N\Nc1ccc(C(=O)O)cc1)c1ccc(Cl)s1	i	i	i	·	i	i	i	5	i	i	i
Cc1ccc(/C=N/NC(=S)N2CCOCC2)cc1	i	i	i	31	i	i	i	5	i	i	i
O=C(Cc1n[nH]c(=O)c2ccccc12)NCc1ccccn1	i	i	i	-2	i	i	i	-3	i	i	i
CCn1c(SCC(=O)N/N=C/c2ccccc2OCC(=O)O)nnc1-c1ccccc1	·	i	i	-1	i	i	i	-9	i	i	i
O=C(c1ccc2c(c1)OCO2)N1CCN(c2ncccn2)CC1	i	i	i	-2	i	i	i	-3	i	i	i
CCOC(=O)c1c(NC(=O)C2C3C=CC(C3)C2C(=O)O)sc2c1CCCC2 (centres undefined)	i	i	i	23	i	i	i	-5	i	i	i
COCc1cc(=O)n2[nH]c(N)nc2n1	i	i	i	-17	i	i	i	6	i	i	i

(continued)
SMILES	ANO1 activ	TRPC6 inh	RGS4 act	SKKanGAS inh	MrgX1 antag	MrgX1 allo act	TRPC6 act	HDAC3 inhib	RGS4 inh	ANO1 block	MrgX1 agonist
Cc1csc2ncc(C(=O)Nc3ccccc3Cl)c(=O)n12	i	i	i	0	i	i	i	-7	i	i	i
COc1ccc(CSCCNC(=S)Nc2ccccc2)cc1Cl	i	i	i	63*	i	i	i	1	i	i	i
CC(C)C(OC(=O)CCC(=O)Nc1nccs1)C(=O)NC1CCCCC1 (centres undefined)	i	i	i	-5	i	i	i	1	i	i	i
CCc1ccc2oc(C(=O)NCc3ccncc3)c(C)c2c1	i	i	i	-5	i	i	i	-2	i	i	i
CCC(Sc1nc2cc3c(cc2c(=O)n1Cc1ccco1)OCO3)C(=O)NCCOC (centres undefined)	i	i	i	3	i	i	i	-5	i	i	i
COC(=O)NC1(C(=O)O)CCCC1	i	i	i	-2	i	i	i	·	i	i	i
CCN1CCN(c2ccc(S(=O)(=O)N3CCCCC3)cc2NC(=O)/C=C/c2ccc(F)cc2)CC1	i	i	i	1	i	i	i	8	i	i	i
CC1(C(=O)O)CCC(C(N)=O)C1(C)C (centres undefined)	i	i	i	-2	i	i	i	1	i	i	i
NC(=S)N=Nc1c(O)n(Cc2ccc(Br)cc2)c2ccccc12	i	i	i	61*	i	i	i	-3	i	i	i
O=c1[nH]c(=S)[nH]cc1Oc1ccc(Cl)cc1Cl	i	i	i	-7	·	·	i	·	i	·	·
CCC(C)NC(=O)CN(c1cc(Cl)ccc1OC)S(C)(=O)=O (centres undefined)	i	i	i	4	i	i	i	-9	i	i	i
CC/C(=N\NC(=O)CSCc1ccccc1Cl)c1ccc2c(c1)OCCO2	i	i	i	1	i	i	i	10	i	i	i
CC(C)Cc1nnc(NC(=O)CCC(=O)NC2CCCc3ccccc32)s1 (centres undefined)	i	i	i	-12	-5.2*	i	i	6	i	i	i
COc1ccc(S(=O)(=O)CCC(=O)N2CCN(c3ccc([N+](=O)[O-])cc3)CC2)cc1	i	i	i	-7	i	i	i	5	i	i	i
O=C(NCCc1ccc(Cl)cc1)C1CCC(CNc2nc(=S)[nH]c3ccccc23)CC1 (centres undefined)	i	i	i	5	i	i	i	5	i	i	i
COCCC(=O)Nc1ccc2c(c1)CN(C(=O)CSC)CC2	i	i	i	-8	i	i	i	-7	i	i	i
NC(=O)c1ncc(C(F)(F)F)cc1Oc1cccc(F)c1	i	i	i	-2	i	i	i	5	i	i	i
CCc1ccccc1NC(=O)COC(=O)c1cccs1	i	i	i	4	i	i	i	-2	i	i	i
CCOC(=O)N1CCN(S(=O)(=O)c2ccc(OCC(=O)OC)c(Cl)c2)CC1	i	i	i	-14	i	i	i	6	i	i	i
CC12CCC(C(=O)N(CC(=O)O)C1=O)C2(C)C (centres undefined)	i	i	i	3	i	i	i	4	i	i	i
O=C(CCCN1C(=O)C2C3C=CC(C3)C2C1=O)N1CCN(c2ccccc2)CC1 (centres undefined)	i	i	i	1	i	i	i	-2	i	i	i
Cc1cccc(OCCC(=O)Nc2ccccc2C(N)=O)c1	i	i	i	-2	i	i	i	3	i	i	i

The order is random (roughly 6.7% active in at least one column).
